# NF-kB expr up – compounds increasing NF-kB expression in human neuronal cells; NF-kB reporter expression; hits give high values; fold change at 12.5 µM; 190,000 compounds, 1.6% hits; in the data active means fold change above about 3.3
# APP transl inh – APP translation inhibition. SH-SY5Y APP 5'UTR-luciferase reporter, luminescence. inhibition, % at 2 µM. 190,000 compounds, 0.82% hits. AID 1285;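 active means inhibition above a set limit, derived from the sample mean plus 3 SD, cut at about 45% in these data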; further: values of inactives mirror those of a sister screen read the other way
# FLuc act counter – affects firefly luciferase, flagging false hits in luciferase stimulation screens | P08659 | ATPlite luciferase biochemical, luminescence, 10 min; 0 = ATP-free wells, 1 = DMSO control | activation factor at 10 µM | 200,000 tested, under 10 active;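 active means luciferase activation factor, scaled between plate controls, of at least 2 with compound at 10 µM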
# Target sequence (P08659 whole entry, looked up): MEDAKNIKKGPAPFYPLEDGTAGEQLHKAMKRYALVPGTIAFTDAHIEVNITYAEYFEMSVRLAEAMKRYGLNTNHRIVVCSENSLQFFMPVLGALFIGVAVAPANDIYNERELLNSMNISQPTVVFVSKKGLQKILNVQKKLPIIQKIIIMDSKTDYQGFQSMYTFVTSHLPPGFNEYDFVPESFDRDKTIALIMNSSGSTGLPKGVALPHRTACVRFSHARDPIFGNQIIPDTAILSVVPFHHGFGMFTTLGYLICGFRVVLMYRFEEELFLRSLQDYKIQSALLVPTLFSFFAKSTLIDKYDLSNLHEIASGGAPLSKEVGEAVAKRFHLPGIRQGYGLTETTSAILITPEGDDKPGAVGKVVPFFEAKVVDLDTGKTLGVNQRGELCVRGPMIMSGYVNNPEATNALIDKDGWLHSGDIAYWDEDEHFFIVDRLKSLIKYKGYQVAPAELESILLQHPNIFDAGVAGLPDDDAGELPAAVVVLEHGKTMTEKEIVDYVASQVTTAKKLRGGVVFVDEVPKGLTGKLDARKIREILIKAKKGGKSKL
#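 Assay system: Luciferase/luciferin detection reagent, cell-free biochemical luciferase assay / Also added: ATP substrate / Schedule: 10 min at ambient temperature / Measured by: luminescence measurement of luciferase light output / Benchmarks: low control with PBS replacing ATP, high control enzyme plus ATP without compound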
# G6PDH counter – L. mesenteroides G6PDH inhibition counter-screen; Purified L. mesenteroides G6PDH, diaphorase/resazurin coupled fluorescence, 45 min; inhibition, % at 5 µM; 200,000 compounds, 0.12% hits; AID 1020; in the data active means inhibition above about 50%
# Hsp70 activator – Hsp70 transcriptional activation, primary screen. HeLa Hsp70 promoter luciferase reporter, luminescence; scaled: vehicle 0, proteasome-inhibitor control 100%. activation, % at 10 µM. 200,000 compounds, 0.04% hits. AID 1203;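 active means activation above the mean across all tested compounds plus 3 SD, cutoff set per campaign, cut at about 5.5% in these data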;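 further: 100% = MG132 at 30 µM as the positive control and 0% = DMSO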
# HMGR II inh – E. faecalis class II HMG-CoA reductase inhibition; purified E. faecalis HMGR, NADPH absorbance 340 nm kinetic; inhibition, % at 10 µM; 190,000 compounds, 0.41% hits;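 active means inhibition above a set limit, the median over all tested compounds plus 3 SD, cut at about 9.5% in these data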;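 further: enzyme runs in reverse so mevalonate oxidation gives rising NADPH absorbance; 0% = complete reaction with DMSO and 100% = background rate lacking mevalonate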
# Redox H2O2 prof – compounds producing H2O2 with reducing agent – biochemical, NIH compound library profiling, artefact control for MLSCN library redox annotation, primary screen; DTT-dependent redox cycling H2O2, phenol red/HRP absorbance; 100% = 100 µM peroxide control, 0% = buffer; activation, % at 10 µM; 200,000 compounds, 0.03% hits;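 active means activation of at least 50% relative to the plate's high and low controls in the primary single-dose screen; inactive means activation below 50%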;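 further: compound incubated with DTT at 0.8 mM final as the reducing agent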
# APP 5'UTR act – APP 5'UTR luciferase reporter activation | SH-SY5Y APP 5'UTR luciferase reporter, luminescence; zero percent = DMSO vehicle wells | AID 1276 | 190,000 compounds, 1% hits | activation, % at 2 µM;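 active means activation above a set limit, based on mean plus 3 SD of controls, cut at about 140% in these data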; further: values of inactives mirror those of a sister screen read the other way
# STAT1 activator – increases IFN-gamma driven STAT1 reporter signal; NIH 3T3 STAT1-luciferase reporter, luminescence; 100% = IFN-gamma alone, no compound; activation (% of control), % at 5.5 µM; 200,000 compounds, 2.6% hits; AID 932;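 active means activation above the screen-wide mean activation plus 3 SD, cut at about 130% in these data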;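 further: raw ratio to IFN-gamma control signal so 100% means no change and 0% no light; values of inactives mirror those of a sister screen read the other way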
# FLuc inh counter – counter-screen for luciferase assay inhibitors: firefly luciferase inhibition; inhibition, % at 10 µM; P08659; ATPLite firefly luciferase biochemical luminescence, 10 min; 200,000 compounds, 1.5% hits;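 active means inhibition above about 50% when tested at 10 µM, limit read from the data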
# * marks the source's active call; other numbers are inactive results; & = joins results of further samples. Outcome played no part in choosing rows; 5.3% or so of the library scored in one or more.
No.	compound	NF-kB expr up	APP 5'UTR act	STAT1 activator	G6PDH counter	Redox H2O2 prof	HMGR II inh	FLuc inh counter	Hsp70 activator	FLuc act counter	APP transl inh
1	O=C(CSc1c2c(nc3cc(Cl)ccc13)CCCC2)NCCN1CCOCC1	1.4	-4	106	-4	1.1	-3	-8	-0.2	1.1	4
2	CCCOc1cccc(C2C(C(=O)c3ccco3)=C(O)C(=O)N2CCN(CC)CC)c1 (centres undefined)	1.2	-4	101	5	-0.7	2	-9	-0.2	1.1	4
3	CC(C)OC(=O)CC1C(=O)NCCN1C(=S)NC(=O)c1ccccc1Cl (centres undefined)	1.2	-11	107	9	-0.1	0	-10	-0.1	1.1	11
4	CCOC(=O)c1c(NC(=O)C2(C)Cc3ccccc3C(=O)O2)sc2c1CCCC2 (centres undefined)	0.93	19	108	15	0.0	-1	-1	-0.2	1	-19
5	CCOC(=O)N1CCN(c2nc(-c3ccc(OC)cc3)no2)CC1	1.5	-4	106	8	2.0	-1	3	-0.2	1	4
6	O=C(CSC1=NCCS1)Nc1ccc(F)cc1	1.3	-17	96	8	0.6	0	-8	0.1	1.1	17
7	Cc1cc(C)n(C(=O)/C(C#N)=N\Nc2ccccc2[N+](=O)[O-])n1	1.2	-20	91	0	0.2	-6	3	-0.2	1	20
8	Cc1cccc(C)c1OCC(=O)N/N=C/c1ccncc1	0.85	-2	106	-5	-0.4	0	-7	-0.5	1.1	2
9	Cc1cccc(-c2nc(=S)c3c(o2)CCCC3)c1	2.7	118	139*	2	-2.2	-6	46	0.0	0.5	-118
10	c1coc(-c2nn3c(Cn4nnc5ccccc54)nnc3s2)c1	1.1	0	101	7	1.5	0	-5	-0.3	1.1	0
11	COc1ccc(C)cc1NC(=O)CNC(C)C(=O)Nc1cc(Cl)ccc1Cl (centres undefined)	0.9	-15	100	-4	-0.2	-4	1	0.1	1	15
12	O=C(NCCCCO)c1ccc2c3c(cccc13)CC2	0.97	3	100	14	-0.6	-3	-9	0.0	1.1	-3
13	CC(=O)N1CCN(Cc2nc3cc(NC(=O)Cn4nc(C)c5ccccc5c4=O)ccc3n2C)CC1	1.3	-4	94	5	-0.1	2	-3	-0.3	1	4
14	NC(=O)NC(Cc1ccccc1)c1ccccc1 (centres undefined)	1.2	6	102	-2	-1.2	-4	-6	-0.5	1.1	-6
15	COC(=O)c1sc(NC(=O)COc2c(C)cccc2C)nc1C	1.4	-9	97	12	0.9	-6	1	-0.4	1	9
16	CCCC12CN3CCN(CC(C3)/C1=N\NC(=O)c1ccccc1N)C2	1.4	47	125	1	-0.1	-5	-2	-0.2	1	-47
17	Cn1c(N)c(C(=O)COC(=O)c2ccc(Br)o2)c(=O)n(C)c1=O	1.3	-1	105	2	2.8	-1	-10	-0.3	1.1	1
18	Cc1csc(NC(=O)c2cnccn2)n1	1.5	14	102	2	-1.4	-21	9	-0.1	0.9	-14
19	C=CCc1cc(Cl)ccc1OCCCNC(C)CC (centres undefined)	1.1	6	97	0	-0.5	4	-4	-0.1	1	-6
20	Nn1c(Cc2ccccc2)n[nH]c1=S	1.4	7	110	8	0.0	2	-5	-0.1	1.1	-7

# Part of the list above in order of molecular weight, low to high:
No.	compound	NF-kB expr up	APP 5'UTR act	STAT1 activator	G6PDH counter	Redox H2O2 prof	HMGR II inh	FLuc inh counter	Hsp70 activator	FLuc act counter	APP transl inh
20	Nn1c(Cc2ccccc2)n[nH]c1=S	1.4	7	110	8	0.0	2	-5	-0.1	1.1	-7
12	O=C(NCCCCO)c1ccc2c3c(cccc13)CC2	0.97	3	100	14	-0.6	-3	-9	0.0	1.1	-3
7	Cc1cc(C)n(C(=O)/C(C#N)=N\Nc2ccccc2[N+](=O)[O-])n1	1.2	-20	91	0	0.2	-6	3	-0.2	1	20
16	CCCC12CN3CCN(CC(C3)/C1=N\NC(=O)c1ccccc1N)C2	1.4	47	125	1	-0.1	-5	-2	-0.2	1	-47
3	CC(C)OC(=O)CC1C(=O)NCCN1C(=S)NC(=O)c1ccccc1Cl (centres undefined)	1.2	-11	107	9	-0.1	0	-10	-0.1	1.1	11

# More records follow:
No.	compound	NF-kB expr up	APP 5'UTR act	STAT1 activator	G6PDH counter	Redox H2O2 prof	HMGR II inh	FLuc inh counter	Hsp70 activator	FLuc act counter	APP transl inh
21	Cc1ccc(S(=O)(=O)c2ccc(C)cc2)cc1	1.2	6	95	-1	0.5	2	0	-0.3	1	-6
22	O=C(Nc1ccccc1)N1CCN2C(=O)c3ccccc3C12c1ccccc1 (centres undefined)	0.82	7	103	-3	1.2	-4	-1	0.0	1	-7
23	O=C(CN1CCN(c2cccc(C(F)(F)F)c2)CC1)Nc1cccc(C(F)(F)F)c1	1.7	-17	93	-1	0.1	-9	-8	-0.3	1.1	17
24	Cc1cc(NC(=O)Cn2ccc([N+](=O)[O-])n2)no1	1.3	11	102	7	-1.2	-4	-6	0.0	1.1	-11
25	COc1ccc(C(c2sc3ncnn3c2O)N2CCN(c3ccccc3F)CC2)cc1OC (centres undefined)	0.97	20	96	-16	-1.2	0	0	-0.4	1	-20
26	COc1ccc(-c2[nH]nc3c2C(c2ccncc2)C(C#N)=C(N)O3)cc1 (centres undefined)	0.92	5	96	-22	2.1	0	-8	-0.2	1.1	-5
27	O=C1CCCC2=C1C(c1cccs1)n1ncnc1N2 (centres undefined)	1.2	8	106	6	2.3	-3	-4	-0.1	1	-8
28	Cc1ccc2[nH]c(=O)c(-c3noc(C(C)C)n3)cc2c1	1.2	7	94	11	-1.4	-3	-6	-0.3	1.1	-7
29	CCOC(=O)C1C(=O)CC(O)(c2ccccc2)CC1c1ccccc1 (centres undefined)	1.1	-7	99	6	-0.9	-1	-2	-0.2	1	7
30	Cc1cc(C(=O)COc2ccccc2[N+](=O)[O-])c(C)n1-c1cccc(S(=O)(=O)N2CCOCC2)c1	1.1	-3	102	5	0.5	-2	-4	-0.4	1	3
31	O=C(NCc1ccccc1)c1cc(S(=O)(=O)N2CCC3(CC2)OCCO3)ccc1F	0.87	-1	94	15	-2.5	-1	-5	-0.4	1	1
32	S=C(Nc1ccccc1Cl)N(CCCN1CCOCC1)Cc1ccco1	1.1	31	103	-10	0.2	-3	-5	-0.2	1	-32
33	O=C(c1ccccn1)c1conc1C(=O)c1ccc(Br)cc1	1.3	9	102	0	2.9	1	-6	-0.1	1.1	-9
34	O=C1CCCN1c1cc(Cl)ccc1Cl	1.4	-5	92	-1	2.2	-6	5	-0.5	0.9	5
35	CCCNC(=S)Nc1ccc2nc(-c3ccccn3)c(-c3ccccn3)nc2c1	0.48	-9	105	49	-3.3	-1	-2	0.2	1	9
36	CCCCNCc1cc(Br)c(OCc2cccs2)c(OC)c1	1.1	-9	108	8	1.2	0	-5	-0.2	1	9
37	Cc1ccc(S(=O)(=O)N(C)C)cc1NC(=O)CSc1nc2ccccc2[nH]1	0.9	-2	102	7	-0.1	-1	-8	-0.1	1.1	2
38	O=C(Nc1ccc2oc(-c3cccc4ccccc34)nc2c1)c1ncn[nH]1	1.5	16	125	7	0.1	-8	3	-0.2	1	-16
39	COc1cc2cnc(Cl)nc2cc1OC	1.4	-13	104	10	0.0	2	-1	-0.1	1	13
40	CC(C)NC(=O)c1cnn2c1NC(c1cccs1)CC2C(F)(F)F (centres undefined)	0.88	-1	101	10	1.5	0	-4	-0.1	1	1

# Three of the entries above in order of their number in Hsp70 activator, descending.
No. | mol | Hsp70 activator
27 | O=C1CCCC2=C1C(c1cccs1)n1ncnc1N2 (centres undefined) | -0.1
36 | CCCCNCc1cc(Br)c(OCc2cccs2)c(OC)c1 | -0.2
34 | O=C1CCCN1c1cc(Cl)ccc1Cl | -0.5

# Just APP transl inh, HMGR II inh and Redox H2O2 prof, for some of the entries so far:
nr | compound | APP transl inh | HMGR II inh | Redox H2O2 prof
25 | COc1ccc(C(c2sc3ncnn3c2O)N2CCN(c3ccccc3F)CC2)cc1OC (centres undefined) | -20 | 0 | -1.2
26 | COc1ccc(-c2[nH]nc3c2C(c2ccncc2)C(C#N)=C(N)O3)cc1 (centres undefined) | -5 | 0 | 2.1
27 | O=C1CCCC2=C1C(c1cccs1)n1ncnc1N2 (centres undefined) | -8 | -3 | 2.3

# Additional entries
No.	compound	NF-kB expr up	APP 5'UTR act	STAT1 activator	G6PDH counter	Redox H2O2 prof	HMGR II inh	FLuc inh counter	Hsp70 activator	FLuc act counter	APP transl inh
41	O=C(NCC1CCCO1)c1cc(-c2ccc(Cl)cc2Cl)on1 (centres undefined)	3.4*	66	126	6	1.7	-1	71*	0.5	0.3	-66
42	O=C1c2oc3ccccc3c(=O)c2C(c2cccc(F)c2)N1CCCO (centres undefined)	1.2	7	101	2	1.8	-6	-6	-0.1	1.1	-7
43	Cc1nn(C(C)C(=O)NCC2CCCO2)c(C)c1[N+](=O)[O-] (centres undefined)	1.1	9	104	7	0.2	-7	-3	0.1	1	-9
44	CCN(CC)c1ccc2cc(-c3nc4ccccc4n3C)c(=O)oc2c1	4.1*	-87	136*	-3	-1.3	4	24	0.2	0.8	87*
45	COc1ccc(OC)c(N(CC(=O)Nc2cccnc2)S(=O)(=O)c2ccc(OC)c(OC)c2)c1	0.6	4	101	-7	0.6	-3	-8	-0.4	1.1	-4
46	CCCCS(=O)CC(COC)OC(=O)c1ccccc1 (centres undefined)	1.1	5	106	2	-1.4	-2	1	-0.1	1	-5
47	CCNNC(=O)C(O)(c1cccc(C)c1)c1cccc(C)c1	0.95	-17	100	5	0.0	0	1	-0.3	1	17
48	CC1=CC(C)=Nc2ccc(C)cc2N1	0.75&1.8	21&54	139*	6&8	1.1&-0.2	1&-4	0&-1	-0.2&0.5	1&1	-21&-54
49	CCN=c1scc(-c2ccc3c(c2)NC(=O)CO3)n1N=C1CCCC1	0.76	-9	88	0	1.0	-8	-1	-0.7	1	9
50	O=C(COc1cccc2ccccc12)NNC(=O)c1cnccn1	0.83	-4	100	11	-0.2	2	-6	-0.2	1.1	4
51	Cn1c(-c2cccs2)[n+](C)c2ccccc21	1	7	97	13	-0.2	-1	-6	-0.2	1.1	-7
52	CCCC(=O)Nc1nnc(CC(=O)N2CCCC2)s1	1.2	3	98	43	0.3	-5	1	-0.2	1	-3
53	CCOC(=O)C(C)Sc1ncc(-c2ccccc2)cn1 (centres undefined)	1.9	5	106	6	-0.9	-2	6	-0.2	0.9	-6
54	O=C1OC(c2ccccc2)=C/C1=C/c1cccs1	1.4	18	99	-6	0.1	-7	79*	-0.4	0.2	-18
55	CCc1ccc(C2C(C#N)=C(N)N(N3CCOCC3)C3=C2C(=O)CC(C)(C)C3)s1 (centres undefined)	0.79	-2	92	5	-0.2	-1	-4	0.3	1	2
56	CCCOc1ccc2c(CC)cc(=O)oc2c1C	1.5	3	114	0	0.1	-6	0	-0.2	1	-3
57	Cc1ccc(NC(=O)C2CCN(S(=O)(=O)c3cccc4nonc34)CC2)nc1	0.87	-1	100	7	1.1	1	-10	-0.4	1.1	1
58	O=C1c2ccccc2C(Nc2ccc(Cl)cn2)N1c1ccccn1 (centres undefined)	0.73	7	92	-1	0.2	-7	-4	0.0	1	-7
59	CCOC(=O)N1CCC(NC(=O)c2cc(S(=O)(=O)N3CCc4ccccc43)cn2C)CC1	1	3	99	3	0.1	-5	-9	-0.1	1.1	-3
